# Source: PubChem BioAssay
# PvdQ inh – blocks Pseudomonas aeruginosa PvdQ acylase activity | purified PvdQ acylase, fluorescence plate reader | inhibition, % at 10 µM | 340,000 tested, 0.063% active | AID 488965; in the data active = inhibition above about 30%, passing the limit was not always enough; inconclusive = no clear call, values can overlap the other calls;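 note: 0% = vehicle neutral wells and 100% = reference inhibitor wells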
# RTF Ca sens act – increases calcium sensitivity of human cardiac regulated thin filaments; IANBD-labeled TnC RTF fluorescence at EC20 calcium; 0% EC20 calcium, 100% full calcium; activation, % at 7.2 µM; 340,000 tested, 0.24% active; AID 493008;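 active = activation above the mean over all tested compounds plus 3 SD, cut at about 30% in these data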;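 note: rise in fluorescence read as greater calcium sensitivity of cardiac thin filaments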
# CDK5 inh – inhibitors of human CDK5/p35 kinase; inhibition, % at 10 µM; Q00535+Q15078; AID 488839; Recombinant CDK5/p35, ADP-Glo luminescence, 60 min; 330,000 tested, 0.01% active;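 active = highest replicate inhibition of at least 50% and at least 75% of replicates reaching 50%; inconclusive = only one of the two criteria met; inactive = both criteria failed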;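 note: plate controls were DMSO neutral control for no effect and GW8510 at 10 µM for full effect; many of its hits are not listed in these tables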
# Rtt109 HAT inh – C. albicans Rtt109 histone acetyltransferase inhibition; Q5AAJ8; purified Rtt109/Vps75, ThioGlo CoA-SH fluorescence, 4 h; inhibition, % at 34.9 µM; 330,000 tested, 0.16% active;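 active = inhibition of at least 50% in every replicate; inconclusive = best replicate reaches 50% inhibition but some replicates fall short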
# Target sequence (Q5AAJ8 whole entry, looked up): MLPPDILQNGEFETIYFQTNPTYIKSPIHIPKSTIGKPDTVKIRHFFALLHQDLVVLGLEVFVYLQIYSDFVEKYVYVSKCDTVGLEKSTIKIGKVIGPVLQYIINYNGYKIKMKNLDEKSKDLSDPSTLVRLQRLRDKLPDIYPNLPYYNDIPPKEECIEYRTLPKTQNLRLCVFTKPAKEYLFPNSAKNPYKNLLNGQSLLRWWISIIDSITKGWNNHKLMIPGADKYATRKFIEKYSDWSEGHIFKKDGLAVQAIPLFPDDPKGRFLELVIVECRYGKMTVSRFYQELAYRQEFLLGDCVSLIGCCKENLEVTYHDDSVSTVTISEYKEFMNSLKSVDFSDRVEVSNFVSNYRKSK
# Wnt bcat act – activates Wnt/beta-catenin signaling in a reporter cell assay | activator, plate reader | activation, % at 9.35 µM | 300,000 tested, 1.2% active | AID 743398; in the data active = activation above about 30%, passing the limit was not always enough; inconclusive = no clear call, values can overlap the other calls;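 note: 0% = neutral control wells and 100% = positive control wells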
# dFosB act – mouse delta FosB homodimer activation; P13346; 340,000 tested, 0.99% active; AID 493131; purified delta FosB, TAMRA-CDK5 oligo fluorescence polarization; percent of positive-control signal above neutral wells; activation, % at 25 µM;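 active = mean activation above about 17%, with every replicate also reaching it, limit read from the data, passing the limit was not always enough; inconclusive = only one of the two conditions met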;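 note: fluorescence polarization rise as delta FosB binds a TAMRA Cdk5 AP-1 oligo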
# Target sequence (P13346 whole entry, looked up): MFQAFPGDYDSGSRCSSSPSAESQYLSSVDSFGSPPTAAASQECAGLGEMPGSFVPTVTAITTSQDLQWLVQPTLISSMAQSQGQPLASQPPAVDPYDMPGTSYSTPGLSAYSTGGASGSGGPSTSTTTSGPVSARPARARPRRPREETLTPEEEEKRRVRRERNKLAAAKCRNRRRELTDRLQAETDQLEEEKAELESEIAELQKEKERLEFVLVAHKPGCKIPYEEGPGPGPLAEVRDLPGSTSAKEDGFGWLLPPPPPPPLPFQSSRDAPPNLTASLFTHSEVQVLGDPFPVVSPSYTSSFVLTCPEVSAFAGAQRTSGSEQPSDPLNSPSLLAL
# SR-BI DiI inh – blocks mouse SR-BI lipid uptake from DiI-HDL; inhibition, % at 12.5 µM; 320,000 tested, 0.96% active; AID 488896; ldlA[mSR-BI] CHO cells, DiI-HDL uptake fluorescence, 3 h; Q61009;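 active = mean replicate inhibition of at least 70% and a set share of replicates each scoring 70 or more; inconclusive = meets just one of the two criteria; inactive = fails both criteria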;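 note: 0% = median of neutral control wells and 100% = median of positive control wells; values of inactives mirror those of a sister screen read the other way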
# SR-BI DiI-HDL act – activators of SR-BI mediated HDL lipid uptake | CHO ldlA[mSR-BI] cells, DiI-HDL uptake fluorescence, 3 h; 100 = double the neutral-control signal | 320,000 tested, 0.096% active | AID 504775 | activation, % at 12.5 µM;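 active = mean replicate activation of at least 60% and every replicate at or above 60%; inconclusive = mean or all-replicate condition met, but not both; inactive = mean below 60% and not all replicates reaching 60%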;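 note: 0% = median plate neutral-control signal and 100% = twice that signal; values of inactives mirror those of a sister screen read the other way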
#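 Test system: SR-BI-overexpressing, LDLR-lacking CHO cells; Medium: Ham's F12 with 0.5% BSA, HEPES 25 mM, pH 7.4; Schedule: 3 h, 37 °C; Technique: bottom-read fluorescence, 550/595 nm.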
# HTR5A ag ctr – activates human HTR5A in OPRM1-OPRD1 agonist counter-screen. 340,000 tested, 0.61% active. HTR5A agonist assay, luminescence, cell-based. P47898. activation, % at 9.3 µM; in the data active = activation mostly above about 9.5%, no sharp cut-off; inactive = mostly below about 7.6%;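 note: 0% = cells with vehicle only and 100% = reference agonist; strong numbers were not always called active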
# Target sequence (P47898 whole entry, looked up): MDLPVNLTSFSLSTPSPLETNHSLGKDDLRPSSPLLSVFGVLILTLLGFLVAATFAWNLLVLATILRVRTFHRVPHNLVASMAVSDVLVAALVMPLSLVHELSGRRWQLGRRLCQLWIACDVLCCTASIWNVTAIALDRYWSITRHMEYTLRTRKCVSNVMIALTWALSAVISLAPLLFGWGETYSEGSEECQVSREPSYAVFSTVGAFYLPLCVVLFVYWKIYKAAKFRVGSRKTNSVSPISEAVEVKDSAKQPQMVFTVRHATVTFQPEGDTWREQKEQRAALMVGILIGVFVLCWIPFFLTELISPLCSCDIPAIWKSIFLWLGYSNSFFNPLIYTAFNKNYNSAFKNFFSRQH
# MITF TRPM1 HTS – increases MITF-driven TRPM1 promoter luciferase signal; SK-MEL-5 TRPM1-promoter luciferase, 24 h; % of positive control, neutral wells = 0; activation, % at 12.5 µM; 300,000 tested, 0.75% active;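 active = mean activation of at least 80% with every replicate also reaching 80%; inconclusive = mean reaches 80% but some replicate falls short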;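 note: 0% = neutral control wells and 100% = parthenolide positive control wells; values of inactives mirror those of a sister screen read the other way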
# The depositor's hits bear a star; ? = inconclusive; . = not tested or not shown. Hits appear at their usual frequency. About 4.4% of those tested had a hit in this group.
SMILES,PvdQ inh,RTF Ca sens act,CDK5 inh,Rtt109 HAT inh,Wnt bcat act,dFosB act,SR-BI DiI inh,SR-BI DiI-HDL act,HTR5A ag ctr,MITF TRPM1 HTS
COc1ccc(NC(C)=O)cc1NC(=O)CSc1nnc(-c2ccncc2)n1C,-8,0,1.5,5,.,4,-9,9,-9,6
CC(=O)c1ccc(N2CCN(C(=O)c3ccc4c(c3)OCO4)CC2)cc1,21,2,-0.5,-7,0,0,-8,8,-1,10
COc1ccc(S(=O)(=O)N2CCOCC2)cc1NC(=O)CC1CCCC1,-7,1,0.5,3,0,-5,42,-42,6,3
CC1CCCCN1C(=O)Cn1cnc2c1c(=O)n(C)c(=O)n2C (stereo unspecified),0,0,2.6,-6,-7,-12,-9,9,.,-6
CCCNC1CCS(=O)(=O)C1 (stereo unspecified),-4,-5,-1.1,2,.,-1,-23,23,3,.
Cc1n[nH]c(=O)c2c(NC(=O)CSc3nc4ccccc4c(=O)n3CCCOC(C)C)oc(C)c12,-3,6,3.5,4,2,-10,-21,21,0,5
NC(=O)c1ccc(C(F)(F)F)n(Cc2cccc(Cl)c2)c1=O,-12,-5,0.4,1,.,-5,18,-18,5,18
Cc1ccccc1CNC(=O)CN(c1ccccc1Cl)S(C)(=O)=O,0,-4,-0.4,-10,0,0,-6,6,1,.
CCCCN(CCCC)CCNC(=O)CN1C(=O)CSc2ccc(S(=O)(=O)N3CCOCC3)cc21,-10,2,0.2,-22,9,-10,-26,26,4,5
COc1ccc(N(CC(=O)NCc2cccnc2)S(=O)(=O)c2ccccc2)c(OC)c1,-9,1,0.3,2,-2,-6,.,.,0,-8
CC(OC(=O)c1cc(S(=O)(=O)N(C)c2ccccc2)ccc1Cl)C(=O)Nc1ccc2c(c1)OCCO2 (stereo unspecified),-3,2,-0.3,1,-3,0,35,-35,1,6
O=C(N1CCCC1)C(F)(F)Oc1ccc(F)cc1,-12,6,-1.6,-9,-2,-11,-8,8,-3,7
CCc1nnc(NC(=O)c2cc(-c3ccccn3)nc3ccccc23)s1,3,-3,0.1,4,-2,-17,-8,8,7,-7
CC(C)Oc1ccc(/C=C(/NC(=O)c2ccccc2)C(=O)NCCC(=O)O)cc1,1,-4,0.3,6,5,-2,-11,11,2,.
CCn1c(=N)n(CC(O)COc2cccc(C)c2)c2ccccc21 (stereo unspecified),-15,0,0.9,18,.,1,.,.,-1,.
Cc1ccc(S(=O)(=O)N2CCOC2CNC(=O)C(=O)NCC(C)C)cc1 (stereo unspecified),7,1,0.7,-6,-7,-3,2,-2,1,-9
Cc1cc(C)n(S(=O)(=O)c2cc(Cl)ccc2Cl)n1,0,0,3.0,0,.,4,65,-65,2,1
CCC(=O)Nc1cccc(C(=O)OC)c1,7,5,4.7,9,-1,4,3,-3,4,.
CCN1CCN(c2ccc(S(=O)(=O)N3CCOCC3)cc2NC(=O)COc2ccc(F)cc2Cl)CC1,-7,1,0.0,9,-1,-2,-35,35,4,2
Cc1cccc(C(=O)Nc2ccc(C(=O)N/N=C/c3cccc(C)n3)cc2)c1,-18,4,-2.6,6,-1,-21,.,.,-6,9
CC(=O)N1CCn2c3ccc(C)cc3c3cccc1c32,-14,5,0.8,6,21,-5,14,-14,1,.
O=C(COc1ccc(Br)cc1)NCCCNC(=O)c1ccncc1,-7,-2,-1.2,-5,0,1,-23,23,4,5
O=C(CCc1ccccc1)Nc1ccc(F)c([N+](=O)[O-])c1,-6,3,-1.3,0,0,-5,9,-9,-1,-7
COc1ccc(-c2c(C#Cc3ccccc3)c3ccccc3n2C)cc1,-20,-2,-0.9,-3,13,-6,47,-47,5,86*
CCCSc1cc(NCCOC(=O)CCC)c([N+](=O)[O-])c2nonc12,4,5,-0.2,12,.,-8,-7,7,1,1
COCCN(CC(=O)Nc1cccc(C)c1)S(=O)(=O)c1ccc(S(=O)(=O)N2CCCC2)cc1,-8,15,-5.1,2,.,-4,.,.,2,-4
Cn1c(=O)c2c(nc(SCC(=O)O)n2Cc2cccc(C(F)(F)F)c2)n(C)c1=O,-6,2,0.2,-10,0,3,.,.,-4,-3
C/C(CC(=O)Nc1ccc2c(c1)OCCO2)=N\NC(=O)c1ccc([N+](=O)[O-])cc1Cl,-4,-2,0.4,-19,2,-3,.,.,-1,9
CCOC(=O)c1[nH]cnc1C(=O)Nc1ccccc1OC,-8,-6,-0.9,-3,-3,3,-19,19,6,6
O=C(NCCOc1ccccc1)c1ccccc1SCC(=O)N1CCCC1,-12,-4,-1.7,-7,-1,3,13,-13,0,-15
N#Cc1ccc(C(=O)NCC2CCCCC2)cc1,-17,-7,1.1,0,0,-2,8,-8,0,16
Cc1c(C(=O)N2CCN(c3ccccn3)CC2)sc2ncnc(N3CCN(c4ccccc4)CC3)c12,-20,2,1.2,0,-1,-8,2,-2,-2,0
Cc1ccc(CN2CCC(N3CCC(C(=O)NCC4CCCO4)CC3)CC2)o1 (stereo unspecified),14,-1,0.5,2,0,-7,3,-3,8,4
COC(=O)c1sc(NC(=S)NC(=O)c2ccccc2C)nc1C,2,2,1.3,6,2,1,-6,6,-1,-4
CCCn1c(SCC(=O)Nc2cc(C)on2)nc2c1c(=O)n(C)c(=O)n2C,-7,2,1.0,-2,.,2,-23,23,0,-6
COc1ccc2cc(-c3nc4ccccc4n3C)c(=O)oc2c1,-20,7,-0.2,-21,13,?,14,-4,2,90*
O=C(N/N=C/c1cn(-c2ccccc2)nc1-c1cc2ccccc2o1)c1ccccc1Br,-19,6,.,3,11,14,33,-33,1,77
CN(C)S(=O)(=O)N1CCC(Oc2cccc(C(=O)NCCCC3CCCC3)c2)CC1,-9,1,0.9,-2,9,-15,37,-37,-2,36
CCCCOC(=O)Nc1cc(Cl)ccc1C,-4,-5,-1.1,-6,.,-3,-3,3,-1,17
O=C(COC(=O)/C=C/c1cccs1)NC1CCCCC1,-2,-1,-0.9,2,0,-8,10,-10,-1,11
COc1cccc(NC(=O)CN(C)C(=O)c2ccc(N3CCCCC3)c([N+](=O)[O-])c2)c1,-4,8,-3.0,-2,3,-8,68,-68,-4,-3
O=C(c1cc(F)ccc1F)C1CCCN(C(=O)CCN2CCCCO2)C1 (stereo unspecified),-11,-6,-0.7,8,.,-1,-1,1,1,8
CC(C)Cc1nnc(NC(=O)CN2C(=O)NC3(CC(C)CC(C)(C)C3)C2=O)s1 (stereo unspecified),-15,-3,-0.8,8,1,-23,-12,12,-2,9
Cc1ccc2c(CC(=O)OC(C)C(=O)NCc3ccc4c(c3)OCO4)coc2c1 (stereo unspecified),-7,0,-0.7,7,3,-7,-8,8,1,.
Cc1cc(C(=O)Nc2cccnc2Cl)on1,-12,7,-0.2,-1,.,2,-19,19,0,.
CC1CCCC12NC(=O)NC2=O (stereo unspecified),-5,2,-1.2,0,3,4,-16,16,-3,-2
CC1CCN(c2c(NCc3ccc(C(=O)NCc4cccnc4)cc3)c(=O)c2=O)CC1,-9,4,-1.4,4,0,-5,-6,6,-3,-5
O=C(COc1cccc(NC(=O)c2ccco2)c1)c1ccccc1,-12,8,0.3,-2,12,-10,28,-28,-5,.
CCCc1nc2ccccc2c(=O)n1NC(=O)c1c(O)c2ccccc2[nH]c1=O,-4,-6,0.0,4,.,1,5,-5,-1,-1
O=S(=O)(/N=C(\Sc1ccc(Cl)cc1)c1ccccc1)c1ccccc1,5,-1,0.9,7,.,3,-44,44,3,-6
# (further entries)
SMILES,PvdQ inh,RTF Ca sens act,CDK5 inh,Rtt109 HAT inh,Wnt bcat act,dFosB act,SR-BI DiI inh,SR-BI DiI-HDL act,HTR5A ag ctr,MITF TRPM1 HTS
COc1cc(C(=O)Nc2ccc3oc(-c4cccnc4)nc3c2)cc(OC)c1OC,-8,-5,-1.5,-3,1,-23,42,-42,3,8
CCCNc1nc2ccccc2n2c(C)nnc12,0,-2,0.3,14,-1,-6,-9,9,4,-4
COc1ccc(-c2csc(Nc3cccnc3)n2)cc1OC,5,7,1.3,15,8,-13,39,-39,3,.
COCCNC(=O)CN(C(=O)CCC(=O)Nc1ccccn1)c1ccc(F)cc1,-11,-4,-2.5,5,-1,-3,-34,34,1,.
CC(=O)c1ccc(N2CCN(C(=O)C3CCN(S(=O)(=O)c4ccc5c(c4)CC(C)N5C(=O)C4CC4)CC3)CC2)cc1 (stereo unspecified),4,0,0.1,-6,-2,9,42,-42,1,-14
O=S(=O)(c1ccc(-c2nnc(SCc3ccccc3)o2)cc1)N1CCCC1,-10,0,-0.1,8,-8,1,25,-25,-2,3
CC(Nc1nc(-c2ccc(Cl)cc2)cs1)c1nc2cc(Cl)c(N3CCCCC3)cc2n1CCOCCO (stereo unspecified),-11,0,-1.0,3,-4,-12,48,-48,7,-3
O=C(NC(=S)NCC1CCCO1)C(c1ccccc1)c1ccccc1 (stereo unspecified),-21,17,1.2,0,-2,-8,-6,6,-2,0
Cn1c(=O)cc(Nc2ccccc2)[nH]c1=O,-2,9,0.4,-3,-1,3,-27,27,5,.
O=c1oc(-c2cccs2)nc2sc3c(c12)CCCCC3,-10,-4,-0.8,8,-6,-5,-22,22,-2,?
Cc1cccc2c1N(C(=O)CN1C(=O)c3ccccc3C1=O)C(C)(C)c1ssc(=S)c1-2,-11,2,-0.9,-2,.,-11,2,-2,5,1
O=C1CC(N2CCN(C/C=C/c3ccccc3)CC2)C(=O)N1CCc1ccccc1 (stereo unspecified),16,-6,-0.4,-4,-2,-13,-18,18,3,-5
COc1ccc(C2CC(c3ccc(Br)cc3)=NN2C(=O)CSC2=NN3CCCC(=O)N=C3S2)cc1 (stereo unspecified),-1,1,0.5,-1,1,-5,17,-17,9,-8
COc1cc(-n2c(=O)c3ccccc3n(CC(=O)c3ccccc3)c2=O)cc(OC)c1OC,0,-5,-1.6,1,-15,-1,.,.,2,-7
O=C(Nc1ccc(OC(F)(F)F)cc1)c1cnccn1,-5,1,1.9,-4,10,1,6,-6,4,43
CCOc1ccc(OCC)c(NC(=O)C2COc3ccccc3O2)c1 (stereo unspecified),-8,-5,0.9,-6,1,7,13,.,12,7
CS(=O)(=O)NNC(=O)c1csc(Cc2c(Cl)sc3ccc(Cl)cc23)n1,3,2,-0.6,6,-1,36*,47,-47,3,.
CCOC(=O)N1CCN(Cc2nc(N)nc(Nc3ccc(C)cc3)n2)CC1,-15,-3,-0.5,7,.,-11,20,-20,3,-3
Cc1nnc(NC(=O)c2ccc(S(=O)(=O)N3CCCCC3C)cc2)o1 (stereo unspecified),7,1,-2.0,23,-1,-1,-17,17,-1,-8
O=C(Oc1ccc(F)cc1)c1cccnc1,-10,0,-1.5,11,0,7,-8,8,4,7
